MPTP inh: blocks calcium-induced mitochondrial swelling; isolated mouse mitochondria, Ca2+ swelling absorbance, 30 min; inhibition, % at 10 µM; actives 1.4% (n = 360,000); AID 602449;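 active = inhibition of 50% or more, scaled per plate between neutral and stimulator controls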;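 note: 0% = DMSO wells given calcium and 100% = 1 mM EGTA wells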
beta cell repl: induces beta-cell replication in MIN6 cells | MIN6 cells proliferation, ATPlite luminescence, 48 h; cells starved in 0.2% serum; 100% = growth in 10% serum | proliferation, % at 10 µM | actives 0.29% (n = 330,000) | AID 2380;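 active = compounds whose signal lies at least 3.5 SD above the mean of all wells on their plate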;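 note: 0% = DMSO-treated cells in low-serum medium and 100% = 10% serum control; some compounds called inactive have numbers as strong as hits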
mIAP inh: blocks mouse intestinal alkaline phosphatase; actives 0.2% (n = 330,000); inhibition, % at 10 µM; purified mouse IAP, CDP-Star luminescence, 30 min;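 active = inhibition of at least 40% at 10 µM in the primary screen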;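 note: plate controls were DMSO with enzyme for no effect and no enzyme wells for full effect; values of inactives mirror those of a sister screen read the other way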
A3A deaminase: human APOBEC3A DNA deaminase inhibition. P31941. recombinant A3A, FAM/TAMRA ssDNA deamination fluorescence. inhibition, % at 20 µM. actives 0.41% (n = 330,000);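 active = at least 40% inhibition at 20 µM here, with at most 30% in a related deaminase screen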;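 note: plate controls were A3A with DMSO for no effect and wells lacking A3A enzyme for full effect; some results filed as inactive read as strong as hits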
hIAP block: human IAP inhibition | P09923 | purified IAP, CDP-Star luminescence, 30 min | inhibition, % at 10 µM | actives 0.12% (n = 330,000) | AID 2544;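 active = inhibition reaching a set limit with compound at 10 µM in the primary screen, cut at about 35% in these data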;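 note: plate controls were DMSO wells with enzyme for no effect and no-enzyme buffer wells for full effect; values of inactives mirror those of a sister screen read the other way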
Target sequence (P09923 whole entry, looked up): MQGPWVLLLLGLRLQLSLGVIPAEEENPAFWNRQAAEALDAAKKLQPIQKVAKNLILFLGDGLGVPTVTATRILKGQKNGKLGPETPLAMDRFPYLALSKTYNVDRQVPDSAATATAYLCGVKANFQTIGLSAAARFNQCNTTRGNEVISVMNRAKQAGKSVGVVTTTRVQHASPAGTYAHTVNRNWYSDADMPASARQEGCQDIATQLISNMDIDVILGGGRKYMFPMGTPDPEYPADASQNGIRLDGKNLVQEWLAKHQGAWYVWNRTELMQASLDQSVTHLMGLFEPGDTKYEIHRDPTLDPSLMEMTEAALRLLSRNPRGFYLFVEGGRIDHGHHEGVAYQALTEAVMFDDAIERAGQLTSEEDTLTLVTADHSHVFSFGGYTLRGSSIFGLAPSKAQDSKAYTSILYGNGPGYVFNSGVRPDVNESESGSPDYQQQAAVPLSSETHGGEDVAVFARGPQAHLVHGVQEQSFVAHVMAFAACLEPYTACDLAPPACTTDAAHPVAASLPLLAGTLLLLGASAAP
A3G deaminase: APOBEC3G (human) deaminase inhibition; Q9HC16; recombinant A3G, ssDNA deamination FAM/TAMRA fluorescence; inhibition, % at 20 µM; actives 0.28% (n = 330,000);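 active = inhibition of at least 40% at 20 µM, with no more than 30% in the related APOBEC3A deaminase screen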;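 note: plate controls were DMSO wells with A3G for no effect and wells lacking A3G enzyme for full effect; some compounds called inactive have numbers as strong as hits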
Target sequence (Q9HC16 whole entry, looked up): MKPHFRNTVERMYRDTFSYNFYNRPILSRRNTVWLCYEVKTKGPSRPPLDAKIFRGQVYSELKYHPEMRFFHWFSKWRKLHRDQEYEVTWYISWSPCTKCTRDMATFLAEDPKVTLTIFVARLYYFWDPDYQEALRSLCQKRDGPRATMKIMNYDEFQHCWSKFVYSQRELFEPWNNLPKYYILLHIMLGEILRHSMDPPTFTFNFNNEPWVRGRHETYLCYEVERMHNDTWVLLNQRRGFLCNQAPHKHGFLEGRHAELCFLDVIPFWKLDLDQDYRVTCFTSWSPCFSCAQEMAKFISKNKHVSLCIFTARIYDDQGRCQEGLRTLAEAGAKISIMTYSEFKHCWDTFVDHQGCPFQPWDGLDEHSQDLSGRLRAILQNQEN
mIAP act: increases mouse intestinal alkaline phosphatase activity; muIAP, CDP-Star luminescence, 30 min; active compounds read high; 1 = vehicle-only enzyme signal, 0 = enzyme-free wells; activation factor at 10 µM; actives 0.24% (n = 330,000); AID 2805;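 active = activation factor of at least 2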; note: the source names both 10 and 20 µM as test concentration; values of inactives mirror those of a sister screen read the other way
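Assay system: mouse IAP enzyme; Reagent: CDP-Star chemiluminescent phosphatase substrate; Compound: DMSO-dissolved test compounds; Incubation: 30 min, room temperature; Technique: luminescence from enzymatic CDP-Star hydrolysis; Controls: DMSO-only wells and no-enzyme negative control.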
ATG4B inhibitor: blocks human ATG4B protease cleavage of LC3 substrate; ATG4B cleavage of LC3-PLA2, NBD-HPC fluorescence, 1 h; inhibition, % at 8.33 µM; actives 0.51% (n = 340,000); in the data active = inhibition above about 40%
hIAP act: increases human intestinal alkaline phosphatase activity | P09923 | purified human IAP, CDP-Star luminescence, 30 min; active compounds read high; 1 = vehicle-only enzyme, 0 = enzyme-free background | activation factor at 10 µM | actives 0.16% (n = 330,000);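 active = activation factor of the enzyme at least 2-fold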; note: the source names both 10 and 20 µM as test concentration; values of inactives mirror those of a sister screen read the other way
Starred values were filed as active, the others as inactive.

Fields – MPTP inh	beta cell repl	mIAP inh	A3A deaminase	hIAP block	A3G deaminase	mIAP act	ATG4B inhibitor	hIAP act
Cc1nnc(-c2ccccc2)[nH]c1=O
  -1.5	0	0	-5	-18	-9	1	5	1.2
CCOc1cccc(C(=O)Nc2ccncc2)c1
  10	-4	2	-1	1	-1	0.98	8	0.99
O=C(C(=O)N1CCN(c2ccc([N+](=O)[O-])cc2)CC1)c1cn(CC(=O)N2CCOCC2)c2ccccc12
  -0.5	-2	12	-5	-2	-6	0.88	1	1
CC(C)(C)c1ccc(-c2nc(C#N)c(NCc3cccnc3)o2)cc1
  9.7	-3	0	-1	8	-7	1	-14	0.92
CCCCN1C(=N)N([C@@H](C)CN2CCC[C@H]2CN2C(N)=NC[C@H]2CC(C)C)C[C@H]1[C@H](C)CC
  4.3	-2	-10	-2	-4	-5	1.1	2	1
COc1ccc(Cl)cc1C(=O)CSc1nc(N)cc(N)n1
  0.1	-3	-9	-2	-29	-4	1.1	-1	1.3
COc1cc2c(C(=O)N3CCN(C)CC3)c(CSc3ccccc3)n(C)c2cc1Br
  -3.4	-6	-6	-1	-10	-5	1.1	-21	1.1
Cc1ccc(NC(=O)CCNC(=O)c2ccccc2Cl)cc1S(=O)(=O)N(C)C
  -0.9	1	7	2	-12	-2	0.93	2	1.1
CCCNC(=O)c1ccc(Cl)c(Cl)c1
  -0.1	-1	5	3	13	0	0.95	-6	0.87
CCOc1ccc(N(CC(=O)Nc2ccc(C)cc2)S(=O)(=O)c2c(C)noc2C)cc1
  0.9	-6	-47	-1	-1	-3	1.5	-14	1
Cc1cc(=O)oc2cc(OCC(=O)OCC(=O)NC(=O)NC(C)C)ccc12
  1.7	-2	40	-2	-2	-9	0.6	-5	1
COc1ccc(-c2[nH]nc3c2C(c2ccccc2OC(=O)N2CCOCC2)C(C#N)=C(N)O3)cc1 (configuration not stated)
  -1.9	1	-10	0	-13	-6	1.1	-4	1.1
Cc1ccn2cc(CNC(=O)c3cccs3)nc2c1
  -0.7	0	-3	-3	7	-5	1	-2	0.93
O=C(CSc1nncc2ccccc12)N1CCOCC1
  -1.6	0	-3	-13	9	-8	1	1	0.91
O=C(COC(=O)CCS(=O)(=O)c1ccccc1)Nc1cc(S(=O)(=O)N2CCCCC2)ccc1Cl
  -0.4	-3	2	8	6	0	0.98	0	0.94
CC(Oc1ccc(F)cc1)C(=O)Oc1ccc(N(C)S(=O)(=O)c2ccccc2)cc1 (configuration not stated)
  -1.0	-4	-8	-4	-17	0	1.1	-2	1.2
CC(=O)c1sc(-c2ccc(F)cc2)cc1NS(=O)(=O)c1ccccc1
  8.3	0	-2	-2	-23	-5	1	2	1.2
Cc1nc(N2CCN(C(=O)c3ccco3)CC2)c2oc3ccccc3c2n1
  -0.9	1	8	-14	-1	-4	0.92	4	1
CC(C)[C@H](NS(=O)(=O)c1ccccc1)C(=O)OCn1nnc2ccccc2c1=O
  -4.8	-6	-3	1	-4	0	1	-9	1
O=C(Nc1ccc(S(=O)(=O)N2CCCCC2)cc1)C1CCN(C(=O)c2ccco2)CC1
  -1.5	-1	2	-5	16	-7	0.98	-4	0.84

3 records drawn at random from the list so far, as already listed:
Fields – MPTP inh	beta cell repl	mIAP inh	A3A deaminase	hIAP block	A3G deaminase	mIAP act	ATG4B inhibitor	hIAP act
O=C(COC(=O)CCS(=O)(=O)c1ccccc1)Nc1cc(S(=O)(=O)N2CCCCC2)ccc1Cl
  -0.4	-3	2	8	6	0	0.98	0	0.94
CCCNC(=O)c1ccc(Cl)c(Cl)c1
  -0.1	-1	5	3	13	0	0.95	-6	0.87
COc1cc2c(C(=O)N3CCN(C)CC3)c(CSc3ccccc3)n(C)c2cc1Br
  -3.4	-6	-6	-1	-10	-5	1.1	-21	1.1

(further entries)
Fields – MPTP inh	beta cell repl	mIAP inh	A3A deaminase	hIAP block	A3G deaminase	mIAP act	ATG4B inhibitor	hIAP act
CC1=CC(C)(C)N(C(=O)Nc2ccccc2)c2ccccc21
  0.2	1	-5	-6	0	-1	1.1	1	1
CCc1ccc(-n2cc(-c3ccc(F)cc3)[n+]3c2SCCC3)cc1
  -0.9	-5	-2	-2	-26	-8	1	5	1.3
Cc1c(N(C)S(=O)(=O)c2cccc(C(=O)NCC3CCCO3)c2)c(=O)n(-c2ccccc2)n1C (configuration not stated)
  -1.1	1	-8	2	-24	-9	1.1	-7	1.2
O=C1Cc2cc(S(=O)(=O)N3CCNCC3)ccc2N1
  -0.8	0	-3	2	-10	10	1	-5	1.1
S=C1NCN(Cc2ccccc2)CN1
  1.0	-3	1	-7	7	-10	0.99	-11	0.93
Cc1cc(C)cc(NC(=O)CSc2nnc(Cc3cccn3C)n2-c2ccc(F)cc2)c1
  0.5	-2	0	-4	5	-5	1	5	0.95
CN(C)c1ccc(/C=C(/NC(=O)c2ccccc2)C(=O)N/N=C/c2ccc([N+](=O)[O-])c(O)c2)cc1
  -0.5	-1	19	4	-12	2	0.81	-1	1.1
NSc1nc(N)c2nc(-c3ccccc3)c(-c3ccccc3)nc2n1
  0.7	-4	5	-1	8	-10	0.95	-31	0.92
Cc1sc2ncnc(SCC(=O)N3CCCCC3)c2c1C
  -0.9	1	-8	-3	5	5	1.1	-2	0.95
COC(=O)c1onc(-c2ccccc2)c1C(=O)OC
  -0.8	-3	3	-1	-14	-3	0.97	-12	1.1
O=C(CN1C(=O)NC(c2ccccc2)(c2ccccc2)C1=O)N1CCN(c2ccc(F)cc2)CC1
  1.9	-4	-2	-1	-2	-6	1	-12	1
CN1CCN(C(=O)C2CC(c3c(F)cccc3Cl)=NO2)CC1 (configuration not stated)
  1.0	2	-9	3	-9	-2	1.1	1	1.1
COC(=O)c1ccc(C(=O)OC)c(NC(=O)Nc2ccc3c(c2)OCO3)c1
  -2.8	-2	4	-1	-124	-5	0.95	1	2.2*
COc1ccc(/C=N/NC(=O)c2ccccc2OC)cc1COc1ccc(C)cc1
  0.8	-3	2	-5	4	0	0.98	0	0.96
Cc1ccc(NC(=O)/C(=C/c2cccc([N+](=O)[O-])c2)NC(=O)C2CCCCC2)cc1
  6.6	-3	13	-5	-22	-7	0.87	-4	1.2
O=C(NCCCN1CCOCC1)c1cc(C(=O)C2CCCCC2)c[nH]1
  0.8	-4	14	-1	4	0	0.86	-4	0.95
COc1ccccc1/C=N/Nc1cc(C)nc(N2CCOCC2)n1
  -0.4	0	-4	-3	12	-3	1	-13	0.88
O=C(COc1ccccc1)NCC(=O)N/N=C/c1ccc(O)cc1O
  1.3	-4	0	-8	-105	-7	1	-5	2.1*
CCCCc1nnc(NC(=O)CCS(=O)(=O)c2ccc(Cl)cc2)s1
  -0.8	-2	2	-1	8	-6	0.98	8	0.92
COc1ccc(-c2ccc(CCC(=O)O)n2CC(=O)Nc2ccccc2C)cc1
  -0.4	-2	3	-2	4	-6	0.97	11	0.96
Cc1ccc(Cn2cc(S(=O)(=O)c3ccc(Cl)cc3)c(=O)c3cc(F)ccc32)cc1
  -0.2	-3	12	-1	-10	-7	0.88	-7	1.1
C1CCN=C(Nc2nn[nH]n2)CC1
  -1.5	-2	2	6	4	0	0.97	-8	0.96
CC1CC2OC(=O)C3(C)CCCC(C)(C23)C1(O)CCc1ccoc1 (configuration not stated)
  1.0	-3	-5	3	6	-1	1	-9	0.94
Cc1ccc(OC(C)C(=O)Nc2cc(C)on2)cc1 (configuration not stated)
  -0.6	-1	1	5	-17	0	0.99	-4	1.2
COc1ccccc1OCCn1cc(/C=N/NC(=O)c2ccncc2)c2ccccc21
  1.5	-1	11	-3	-11	9	0.89	-31	1.1
COc1ccc([C@@H]2CC=C(C(=O)O)[C@H](c3ccc(F)cc3)N2S(=O)(=O)c2ccc(Cl)cc2)cc1
  0.9	-4	2	-1	-9	-11	0.98	1	1.1
COc1ccc(NC(=O)CCCCC#Cc2ccccc2)cc1
  -2.5	-2	-30	2	-19	-3	1.3	-3	1.2
CC(C)=CCC[C@](C)(O[C@@H]1O[C@H](CO[C@@H]2OC[C@@H](O)[C@H](O)[C@H]2O)[C@@H](O)[C@H](O)[C@H]1O)C1CC[C@]2(C)C1[C@H](O)CC1[C@@]3(C)CC[C@H](O[C@@H]4O[C@H](CO)[C@@H](O)[C@H](O)[C@H]4O)C(C)(C)C3CC[C@]12C (some centres not stated)
  -3.5	3	1	-2	-19	12	0.99	-4	1.2
O=C(O)CCCNC(=O)OCc1ccccc1
  1.0	-1	2	-6	16	-10	0.98	-2	0.84
Cc1ccc(C(=O)Oc2cc(N)n(S(=O)(=O)c3ccc(F)cc3)n2)cc1
  0.7	3	-3	3	10	-1	1	-1	0.9
COc1ccc(CC(NC(C)=O)C(=O)NC2CCN(S(=O)(=O)c3ccc(NC(C)=O)cc3)CC2)c(OC)c1 (configuration not stated)
  -0.7	-4	-2	-6	4	-12	1	-3	0.96
CCc1nnc(SCc2cccc(F)c2)nc1CC
  -1.9	3	4	0	7	3	0.96	-4	0.93
N#Cc1ccccc1OCC(=O)NCC1(N2CCCCC2)CCCCC1
  -0.4	-3	0	5	1	-5	1	-11	0.99
CC(C)[C@H](NC(=O)OCc1ccccc1)C(=O)OCC(=O)N1CCN(c2ccccc2)CC1
  -0.1	-2	4	11	1	-5	0.96	-3	0.99
COc1ccc2c(c1)N1CCN=C1N2C
  -3.6	-1	3	9	13	5	0.97	-7	0.87
Cc1cc(NC(=O)CO/N=C/c2ccc3c(c2)OCO3)ccc1Br
  1.9	-1	-4	2	-15	-5	1	-6	1.2
C=CCOC(=O)/C(=C\c1cccc2ccccc12)NC(=O)c1ccccc1
  -0.9	-4	3	-4	6	-8	0.97	-23	0.94
CCCC(c1nnnn1Cc1ccc(F)cc1)N1CCN(C)CC1 (configuration not stated)
  0.6	-3	5	1	-21	1	0.95	-7	1.2

Compound activity (PubChem)
